# From PubChem BioAssay
# AmpC inh det – blocks E. coli AmpC beta-lactamase in presence of detergent; P00811; purified AmpC, nitrocefin hydrolysis with detergent; Potency, µM (highest dose often 28.7 µM), without a hit: at the highest dose activity change, negative = inhibition; actives 0.09% (n = 71,000); AID 584; active = well fitted curve in the direction sought with a large enough effect
# Target sequence (P00811 whole entry, looked up): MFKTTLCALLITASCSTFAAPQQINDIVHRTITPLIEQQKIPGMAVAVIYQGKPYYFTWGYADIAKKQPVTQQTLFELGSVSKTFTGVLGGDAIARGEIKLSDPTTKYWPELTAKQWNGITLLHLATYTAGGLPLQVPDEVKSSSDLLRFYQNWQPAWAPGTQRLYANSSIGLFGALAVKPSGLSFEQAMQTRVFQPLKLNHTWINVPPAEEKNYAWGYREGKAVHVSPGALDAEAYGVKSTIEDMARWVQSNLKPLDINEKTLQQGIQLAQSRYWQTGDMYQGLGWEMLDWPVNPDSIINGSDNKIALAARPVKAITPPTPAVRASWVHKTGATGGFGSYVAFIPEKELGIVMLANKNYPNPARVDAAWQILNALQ
#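 E. coli AmpC (5.3 nM) in 20 mM phosphate pH 7.0 with 0.01% Triton X-100, preincubated 15 min RT with compound; nitrocefin (2 uL of 800 uM stock) hydrolysis followed by 480 nm absorbance every 20 s over 4 min.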
# An asterisk follows results filed as active; [ ] = remark or other dose. % is scaled to controls: 0 for no effect and ±100 for the full control effect; potency is read from the fitted curve at half-maximal effect. This is a subset; count on the stated rates, not on these rows.
canonical_smiles | AmpC inh det
CCC1Oc2ccccc2N(CC(=O)NCCCN2CCC(C)CC2)C1=O (configuration not stated) | 1%
O=C(CN(Cc1ccccc1)C(=O)c1ccc2c(c1)OCCO2)NCc1ccc2c(c1)OCO2 | 5%
O=C(Nc1ccc2c(c1)OCCO2)c1c(F)c(F)c(F)c(F)c1F | -7%
Cc1c(NC(=O)Cn2nc(C(=O)O)c3ccccc3c2=O)c(=O)n(-c2ccccc2)n1C | -4%
CS(=O)(=O)Nc1ccc(OCc2ccccc2)cc1 | -5%
Cc1cc(C)cc(N(C(C)C(=O)Nc2c(C)n(C)n(-c3ccccc3)c2=O)S(C)(=O)=O)c1 (configuration not stated) | -2%
COc1cccc(C(=O)OC(C)CN2CCCC2)c1 (configuration not stated) | 24%
CC(C)c1nnc(NC(=O)CCC(=O)NCC2CCCO2)s1 (configuration not stated) | -2%
CC(c1nnc(SCn2nnc3ccccc3c2=O)n1-c1ccc(Cl)cc1)N(C)C (configuration not stated) | -2%
O=C(Nc1ccon1)c1cccc(Cl)c1 | -6%
Cc1sc(NC(=O)CSc2nnnn2C2CCCC2)c(C#N)c1C | -3%
CSC1=C(C#N)C(CC(C)C)C(C(C)=O)=C(C)N1 (configuration not stated) | 0%
Cn1c(N)c(C(=O)CSc2nc3ccccc3n2-c2ccccc2)c(=O)n(C)c1=O | 10%
COc1cc(C2NC(=O)NC(C)=C2C(=O)OCc2ccccc2)ccc1O (configuration not stated) | 5%
CCOc1cc(C(=O)Nc2c3c(nn2C(C)(C)C)CS(=O)C3)cc(OCC)c1OCC (configuration not stated) | -4%

# Structural class, the entries above containing an aryl thioether with sulfur outside any ring.
canonical_smiles | AmpC inh det
CC(c1nnc(SCn2nnc3ccccc3c2=O)n1-c1ccc(Cl)cc1)N(C)C (configuration not stated) | -2%
Cc1sc(NC(=O)CSc2nnnn2C2CCCC2)c(C#N)c1C | -3%
Cn1c(N)c(C(=O)CSc2nc3ccccc3n2-c2ccccc2)c(=O)n(C)c1=O | 10%

# The main list resumes, starting 5 compounds before the break.
canonical_smiles | AmpC inh det
Cc1sc(NC(=O)CSc2nnnn2C2CCCC2)c(C#N)c1C | -3%
CSC1=C(C#N)C(CC(C)C)C(C(C)=O)=C(C)N1 (configuration not stated) | 0%
Cn1c(N)c(C(=O)CSc2nc3ccccc3n2-c2ccccc2)c(=O)n(C)c1=O | 10%
COc1cc(C2NC(=O)NC(C)=C2C(=O)OCc2ccccc2)ccc1O (configuration not stated) | 5%
CCOc1cc(C(=O)Nc2c3c(nn2C(C)(C)C)CS(=O)C3)cc(OCC)c1OCC (configuration not stated) | -4%
O=C(O)CSc1cccc2cccnc12 | 7%
CC(C)(C)OC(=O)NCCc1nnc(S(=O)(=O)Cc2ccc(Cl)cc2Cl)o1 | 0.016µM*
COCCn1c(COc2ccccc2)nnc1SCC(N)=O | 17%
COc1cc2c(c(OC)c1)C(c1ccncc1)CC(=O)N2 (configuration not stated) | 4%
CC(=O)C1=C(C)OC(N)=C(C(=O)OC(C)C)C12C(=O)Nc1ccccc12 (configuration not stated) | -1%
COc1cccc(C(=O)Nc2c(F)c(F)c(F)c(F)c2F)c1 | -3%
CCOC(=O)c1cc(C(=O)OCC)c2cc(Br)ccc2n1 | -3%
O=c1c(CCc2ccccc2)nc2cnc(N3CCOCC3)nc2n1C1CC1 | 1%
COc1cccc(-c2cc(C(F)(F)F)nc(N3CCOCC3)n2)c1 | -5%
Cc1cc2ccccc2c(=O)n1CC(=O)NCC(=O)N1CCN(c2cccc(Cl)c2)CC1 | 9%
COC(=O)C1CCN(C(=O)COC(=O)Cn2cnnn2)CC1 | -3%
CCc1ccc(NC2=NC(C(=O)NC3CCCCC3)CC(=O)N2)cc1 (configuration not stated) | -4%
c1ccc(CNc2ccnc(-c3cccnc3)n2)cc1 | 0%
COc1ccc(S(=O)(=O)Cc2ccc(C(=O)N3CCN(c4cccc(C)c4C)CC3)o2)cc1 | 5%
COc1ccccc1OCCCCCNCCO | -2%

# 2 compounds picked at random from those above:
canonical_smiles | AmpC inh det
CCOC(=O)c1cc(C(=O)OCC)c2cc(Br)ccc2n1 | -3%
COc1ccccc1OCCCCCNCCO | -2%

# More structures
canonical_smiles | AmpC inh det
Cc1ccc(OCCCC(=O)Nc2nncs2)cc1 | 17%
COc1ccc2[nH]cc(C(=O)CN3CCCCC3C)c2c1 (configuration not stated) | -4%
COc1ccc(-c2c(C)oc3cc(O)cc(O)c3c2=O)cc1OC | 9%
Oc1ccccc1-c1cc(-c2cccc(F)c2)n[nH]1 | 4%
O=C(Cn1cnc2c(cnn2-c2ccc(F)cc2)c1=O)NCC1CCCO1 (configuration not stated) | 11%
Cc1ccc(Nc2nc(N)nc(CN3CCCCCC3)n2)cc1 | -1%
CC(C)n1c(CCC(=O)O)ccc1-c1ccccc1 | 9%
CC(C)(C)c1ccc(O)c(C[N+](C)(C)C)c1 | -1%[5.75 µM]
Cn1c(CNc2nc3ccccc3n2C)nc2ccccc21 | 22%
CC(C)C(C(=O)Nc1ccccc1)N1C(=O)c2ccccc2C1=O (configuration not stated) | 8%
Cc1ccccc1OCc1nc(-c2ccc(-n3cccc3)cc2)no1 | 5%
CCOCCCNCc1cccc(OC)c1 | -3%
Cc1ccccc1NC(=O)CSc1nc(N)c(C#N)cc1C#N | -1%
CCOC(=O)C1=C(N)n2c(s/c(=C\c3cccnc3)c2=O)=C(C(=O)OCC)C1c1cccnc1 (configuration not stated) | -1%
CC(C)CCNC(=O)C(c1ccco1)N(Cc1ccc(F)cc1)C(=O)c1snc(C(N)=O)c1N (configuration not stated) | 0%
COc1ccc(CN(Cc2nc3ccccc3c(=O)[nH]2)C(=O)C(C)(C)C)cc1 | 0%
CC1(C)CC(NC(=O)C2CCCCC2C(=O)O)CC(C)(C)N1 (configuration not stated) | 2%
O=C(NC1(C(=O)O)CCCC1)c1ccccc1 | -3%[5.75 µM]
Fc1ccccc1CSc1ncnc2c1oc1ccccc12 | 0%
O=C(NCCCN1CCCC1=O)c1cc(=O)c2ccccc2o1 | -1%
COc1ccc(C(=O)N2CCc3cc(OC)c(OC)cc3C2)cc1OC | 6%
Cc1cc2c(N)cccc2nn1 | 1%
CC1(C)Cc2c(sc3ncn4nc(CCC(=O)O)c(=O)nc4c23)CO1 | 1%
COC(=O)c1c(N)c(C#N)c2n1CCCCC2 | -3%
C/C(=C\C(=O)c1ccc(C)cc1)Nc1cccc(O)c1 | 9%
CCCCCc1nc2ccccc2c(=O)n1N | -1%
CCCS(=O)(=O)N1CCCC(C(=O)N2CCN(c3ccccn3)CC2)C1 (configuration not stated) | -3%
COc1ccc(-c2cc(C(=O)Nc3cccc(C(C)=O)c3)no2)cc1 | 1%
COC(=O)c1[nH]c2ccccc2c1NC(=O)CN1CCC(C(N)=O)(N2CCCCC2)CC1 | 0%
COc1cccc(C2CC(c3ccccc3OC)n3nc(N)nc3N2)c1 (configuration not stated) | 13%
COC(=O)C(NS(C)(=O)=O)(c1c(C)[nH]c2ccccc12)C(F)(F)F (configuration not stated) | -2%
C=C/C(=C\C)C[C@@H](CC(=O)N[C@@H](CCC(=O)O)CC(=O)O)NC(=O)[C@@H]1CNCC[C@H]1NC(=O)C[C@@H](NC(=O)C[C@H](Cc1ccccc1)NC(=O)[C@@H]1CCCC[C@H]1N)C(C)C | -3%
O=C(NCc1ccccc1)c1cc(-n2cnnc2)ccc1Cl | -3%
CC(=O)Cc1nsc(NC(=O)c2ccc(-c3cc(C(F)(F)F)ccc3Cl)o2)n1 | -3%
C/C(Cl)=C/Cn1c(=O)c2c(nc(Br)n2Cc2ccccc2)n(C)c1=O | -2%
CCn1c(Cc2c(C)[nH]c3ccccc23)nnc1SCC(N)=O | -4%
CCCCNC(=O)Nc1cc(C(F)(F)F)c[nH]c1=O | -6%
Clc1ccccc1-c1nccc(-n2ccnc2)n1 | 8%
COc1cccc(C(CC(=O)NCc2ccco2)NS(=O)(=O)c2ccc(C)cc2)c1OC (configuration not stated) | -3%
CC(=O)NC(c1ccccc1)c1cccnc1 (configuration not stated) | 1%
CCOC(=O)Nc1ccc2c(c1)N(C(=O)CN1CCN3CCCC3C1)c1ccccc1CC2 (configuration not stated) | 9%
O=C(C(Cc1ccccc1)n1cccc1)N1CCN(C2CCCCC2)CC1 (configuration not stated) | 10%
CC(C)C[C@@H](CC(=O)N[C@@H](CCC(=O)O)CC(=O)O)NC(=O)[C@@H]1CNCC[C@H]1NC(=O)C[C@H](CCCN)NC(=O)C[C@H](Cc1c[nH]c2ccccc12)NC(=O)[C@@H]1CCCC[C@H]1N | -7%
Oc1c(Cl)cc(Cl)c(Cl)c1Cl | 9%
COc1ccccc1-c1cc(C(F)(F)F)nc(NCc2ccco2)n1 | 2%
O=C(NCc1ccc(F)cc1)c1cc2n(n1)C(C(F)(F)F)CC(C1CC1)N2 (configuration not stated) | 11%
CC(C)CC(c1nnnn1Cc1ccco1)N1CCN(C2CCCC2)CC1 (configuration not stated) | 3%
CCC(C)(C)n1nnnc1C(c1cccs1)N1CCN(c2nc3ccccc3s2)CC1 (configuration not stated) | 1%
CC(=O)Oc1ccc(N2C(=O)CCC2=O)cc1 | 4%
CCOc1ccc(CCNC(=O)CCN2C(=O)COc3ccccc32)cc1OCC | -2%
COc1ccc(CN2CC34C=CC(O3)C(C(=O)O)C4C2=O)cc1 (configuration not stated) | 12%
Cc1ccc(C)c(N2CCN(C(=O)c3ccccc3Br)CC2)c1 | 0%
O=C(c1ccco1)N1CCN(C(=O)N2c3ccccc3Sc3ccccc32)CC1 | -4%
COc1ccc(C2=NOC(C(=O)N3CCCc4ccccc43)C2)cc1 (configuration not stated) | -5%
COc1cccc(C=Nc2ccc3c(c2)OCCO3)c1O | -2%
O=C1NC(=O)C(CC(=O)N(Cc2ccco2)C2(C(=O)NC3CCCC3)CCCCC2)N1 (configuration not stated) | -1%
COc1cc2c(C(=O)NCCCOC(C)C)cn(CC(C)C)c(=O)c2cc1OC | -8%
COCCOC(=O)CC1=NC(=O)CS1 | 14%
Cc1ccc(-c2c(C#N)c(N)nc3c2CCCCC3)o1 | -2%
Cc1ccc(C(=O)c2coc3ccc(OCC(=O)O)cc23)cc1 | -7%

# Additional compounds.
canonical_smiles | AmpC inh det
CCC(C(=O)N1CCC2(CC1)OCCO2)c1ccccc1 (configuration not stated) | 0%
O=c1[nH]cnc2c1nc(SCc1ccccc1)n2C1OC(CO)C(O)C1O (configuration not stated) | 7%
CCOC(=O)Cn1c(=O)oc2cc(S(=O)(=O)Nc3cc(OCC)ccc3OCC)ccc21 | 7%
CCS(=O)(=O)n1nc(C(=O)N2CCOCC2)nc1N | 3%
COc1ccccc1OC1=NS(=O)(=O)c2ccccc21 | 0%
COc1ccc(CNC(=O)Cn2cnc3c(=O)n(C)c(=O)n(C)c32)cc1 | -2%
O=C(Oc1cccc(Oc2ccccc2)c1)N1CCOCC1 | -3%
COc1ccc(-n2cnnc2SCC(=O)c2ccc(S(=O)(=O)N3CCOCC3)cc2)cc1 | -2%
O=C(NCc1ccccc1Cl)C1CCN(S(=O)(=O)N2CCCCC2)CC1 | 0%
COc1ccccc1N1CCN(Cc2nc3ccccc3c(=O)n2CC(C)=O)CC1 | 10%
Cc1noc(C)c1CSc1nc2sc(C)c(C)c2c(=O)n1-c1ccccc1 | -1%
CC(=O)Nc1ccc(-n2c(C)c(C(C)=O)c(C(C)=O)c2C)cc1 | 1%
O=C(CP(=O)(c1ccccc1)c1ccccc1)N1CCCCC1 | 6%
COc1ccc(OC)c(C2CC(=O)N3CN(c4ccccc4F)CSC3=C2C#N)c1 (configuration not stated) | 12%
CC1CCc2c(sc3c2C2=NS(=O)(=O)CCN2C=N3)C1 (configuration not stated) | -4%
Nc1ccccc1C(=O)OC1CSC1 | 5%
CCOC(=O)C1=C(C)NC(C)=C(C(=O)OCC)C1C(=O)O | -3%
O=C(Nc1ccccc1F)C1CCCN(S(=O)(=O)c2cccc3cccnc23)C1 (configuration not stated) | 6%
Cc1cc(C)nc(SCC(=O)c2cc3ccccc3oc2=O)n1 | -2%
O=C(O)C1CC=C(Cl)CC1C(=O)NCC1OCCc2ccccc21 (configuration not stated) | 14%
Cc1cc(S(=O)(=O)N2CCOCC2)ccc1F | -1%
CCOC(=O)c1oc2ccccc2c1CN1CCN(C(=O)c2ccccc2)CC1 | 12%
COCCn1c(Sc2ccccc2)nc2c1c(=O)[nH]c(=O)n2C | -5%
CC(=O)c1c(C)[nH]c(C(=O)CSc2nnc(CN3CCCCCC3=O)n2-c2ccccn2)c1C | -2%
CC1(C)Cc2ccccc2C(=O)N1 | 1%
C[N+]1([C@H](CO)Cc2c[nH]c3ccccc23)Cc2ccccc2C1 | -2%[5.75 µM]
COCCSc1nnc(NC(=O)COC)s1 | -2%
c1ccc(CSc2nnc(-c3ccco3)n2Cc2ccco2)cc1 | -2%
CC(NC(=O)Cn1nc(C(=O)O)c2ccccc2c1=O)c1ccccc1 (configuration not stated) | -3%
O=C(CSc1nc2ccccc2n1CC(=O)NCc1ccccc1)NCc1ccco1 | 10%
O=C(c1cnccn1)N1CCC2(CCCN(c3ccc(-c4ccccc4)cc3)C2)CC1 | -2%
CCOc1ccc(NC(=O)CSc2nccn2C)cc1 | -4%
Brc1ccccc1-c1nnc(CSc2nnc3sc4ccccc4n23)o1 | -4%
O=C(O)c1ccccc1-c1ccccc1C(=O)NCc1ccco1 | -6%
COc1cccc(C(=O)Nc2c(C)n[nH]c2C)c1 | -1%
CN(C)S(=O)(=O)c1ccc(C(=O)Nc2ccc(Cl)cc2)cc1 | 8%
C=CCOc1ccccc1OC[C@H](O)CNC(C)C | -1%[12.8 µM]
ICCc1ccccc1 | 30%
N[C@H]1[C@@H](C(=O)O)[C@H]2C=C[C@H]1C2 | -7%[5.75 µM]
